RXFP1 ag: RXFP1 (human) receptor agonism. AID 2676. HEK293T-RXFP1 cAMP TR-FRET, 30 min; response scale: percent of porcine relaxin response, buffer zero. Q9HBX9. 0.3% of 370,000 active. Potency, µM (doses to about 57.5 µM), inactives show at the highest dose activation, most hits filed as activators; active = well fitted activation curve with a large enough effect; inconclusive = small, poorly fitted or top-dose-only effect; also: potency is read from the fitted curve at half-maximal effect; % is scaled to controls: 0 for no effect and ±100 for the full control effect; nearly all actives have a fitted effect of over 60% in size; many of its hits are not listed in these tables
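cAMP rise read by TR-FRET after 30 min, 37C compound exposure (up to 58 uM) in RXFP1-transfected HEK293 cells with Ro 20174 present. EC50 from Hill-equation fits, with 29 nM porcine relaxin as 100% and buffer as basal.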
RXFP1 antagonist: blocks the human relaxin receptor RXFP1; Q9HBX9; HEK293-RXFP1, relaxin-stimulated cAMP HTRF, 30 min; stronger effect = lower value; activity change, negative = inhibition, % at 57.5 µM; 0.59% of 350,000 active;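 active = activity change of -60% or lower, but not beyond a set lower limit; inconclusive = change between -60% and -40%, or beyond the set limit; inactive = change above -40%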; also: % is scaled to controls: 0 for no effect and ±100 for the full control effect
D1 ag: human D1 receptor agonism | HEK293 T-REx D1 cells, calcium flux, agonist mode | activation, % at 2 µM | 1% of 360,000 active | AID 504660; in the data active = activation above about 30%; also: 0% is about no effect
Target sequence (P21728 whole entry, looked up): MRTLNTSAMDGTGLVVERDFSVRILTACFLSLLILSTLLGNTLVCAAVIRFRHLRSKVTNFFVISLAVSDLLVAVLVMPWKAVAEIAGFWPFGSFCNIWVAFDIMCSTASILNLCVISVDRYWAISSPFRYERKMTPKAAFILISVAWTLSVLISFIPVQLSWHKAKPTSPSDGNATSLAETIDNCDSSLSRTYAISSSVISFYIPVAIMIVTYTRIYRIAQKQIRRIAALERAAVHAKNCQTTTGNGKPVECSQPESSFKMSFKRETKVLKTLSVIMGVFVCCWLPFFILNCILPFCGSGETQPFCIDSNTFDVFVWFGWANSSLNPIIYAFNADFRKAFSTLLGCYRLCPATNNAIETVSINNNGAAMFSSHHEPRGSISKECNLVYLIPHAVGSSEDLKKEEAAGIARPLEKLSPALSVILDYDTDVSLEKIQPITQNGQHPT
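Agonism was scored from calcium flux recorded over 180 s (1 read/s) after pintool compound addition, following a 10-cycle baseline. Cells were inducible force-coupled HEK293 TREx D1, plated overnight at 30 C and loaded with no-wash calcium dye.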
D2 potentiator: D2 dopamine receptor (human) potentiation; HEK293 T-REx D2, calcium flux, EC20 dopamine potentiation; 0.34% of 340,000 active; P14416; potentiation, % at 10 µM; AID 485347;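 active = potentiation over 3 SD above the plate norm, cut at about 30% in these data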; also: 0% is about no effect
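Potentiation of an EC20 dopamine calcium response measured kinetically over 180 s, after a preceding 180 s compound-only read flagging agonists. Cells: inducible Hek293 Trex D2 line, 4000/well, cultured overnight at 30 C before dye loading.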
TRHR PAM: TRH receptor (human) allosteric enhancement; enhancement, % at 2 µM; TRHR cells, fluo-8 calcium fluorescence, EC20 TRH enhancement; P34981; AID 493056; 0.66% of 360,000 active; in the data active = enhancement above about 30%; also: 0% is about no effect
Target sequence (P34981 whole entry, looked up): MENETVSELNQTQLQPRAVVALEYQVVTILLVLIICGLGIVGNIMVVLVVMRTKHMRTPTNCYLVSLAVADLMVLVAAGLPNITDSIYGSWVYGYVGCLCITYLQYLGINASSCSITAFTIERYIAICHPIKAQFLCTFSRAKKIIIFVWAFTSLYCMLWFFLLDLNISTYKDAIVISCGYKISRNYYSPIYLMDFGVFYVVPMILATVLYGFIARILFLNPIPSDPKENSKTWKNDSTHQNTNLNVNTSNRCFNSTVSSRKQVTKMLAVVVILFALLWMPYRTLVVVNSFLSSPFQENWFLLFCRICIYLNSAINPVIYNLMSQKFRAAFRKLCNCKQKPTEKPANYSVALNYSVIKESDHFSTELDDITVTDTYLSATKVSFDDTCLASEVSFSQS
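TRHR-expressing cells loaded with fluo-8 calcium dye were read kinetically (ex 480/em 530) during compound addition, then stimulated with an EC20 of TRH (10 nM final). Enhancement of the Gq-mediated intracellular calcium response was scored.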
D2 agonist: activates the human D2 dopamine receptor; P14416; HEK293 T-REx D2 cells, calcium flux agonist mode; activation, % at 2 µM; 0.53% of 340,000 active; AID 485358;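 active = activation over 3 SD above normal in the single-dose calcium agonist read, cut at about 30% in these data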; also: 0% is about no effect
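Tetracycline-induced HEK293 T-REx cells with force-coupled D2 receptor, plated overnight at 30 C, loaded with no-wash calcium dye. After a 10 s baseline, compound was pin-added and calcium flux read kinetically for 180 s; calcium rises flagged agonists.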
D2 antag: antagonizes the human D2 dopamine receptor | AID 485344 | HEK293 TREx D2 cells, calcium flux, dopamine EC80 | inhibition, % at 10 µM | 2% of 340,000 active | P14416; in the data active = inhibition above about 30%; also: 0% is about no effect
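Overnight-induced (tetracycline, 30 C) HEK293 T-REx cells carrying force-coupled D2 receive a no-wash calcium dye, then compound, then EC80 dopamine at 180 s; signals are read kinetically throughout.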
D1 antagonist: antagonists of human D1 dopamine receptor; activity change, negative = inhibition, % at 10 µM; HEK293 TREx D1 cells, calcium flux, dopamine EC80; stronger effect = lower value; P21728; 3.2% of 360,000 active; in the data active = activity change below about -30%; also: % is scaled to controls: 0 for no effect and ±100 for the full control effect
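Tetracycline-induced HEK293 T-REx cells with force-coupled D1 receptor were loaded with a no-wash calcium dye. Compound was added after a 10 s baseline and read kinetically for 180 s; EC80 dopamine was then added and calcium flux followed another 180 s.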
D1 PAM: human D1 dopamine receptor positive modulation | P21728 | HEK293 TREx D1 cells, calcium flux, dopamine EC20 potentiation | potentiation, % at 10 µM | 0.036% of 360,000 active | AID 504651; in the data active = potentiation above about 30%; also: 0% is about no effect
Active calls of the source: *; ? = inconclusive; nt = not tested or not shown.

SMILES	RXFP1 ag	RXFP1 antagonist	D1 ag	D2 potentiator	TRHR PAM	D2 agonist	D2 antag	D1 antagonist	D1 PAM
COc1ccc(/C=N/OCC(=O)NC(c2ccccc2)c2ccccc2)c(OC)c1	1.9%	nt	15	1	-1	0.7	-2	3	-3
CCN(CC)c1ccc(C2C3CCCCC3(O)CCN2CC(=O)Nc2ccccc2)cc1 (configuration not stated)	0.7%	2	1	5	2	1.0	14	5	3
Nc1cc(-c2ccccc2)nn1Cc1ccc(Cl)cc1	0.9%	-8	2	1	-1	-0.2	12	4	-1
Cn1c(SCc2c(F)cccc2Cl)nnc1-c1cnccn1	1.6%	5	2	-1	0	-0.1	6	-8	4
O=C(/C=C/c1cccc([N+](=O)[O-])c1)NCCN1C(=O)S/C(=C\c2cccnc2)C1=O	3.9%	4	-2	5	-1	-0.3	-25	-12	-6
CCOc1ccc2nc(N3CCOCC3)nc(C)c2c1	0.6%	-1	0	-3	-2	0.6	4	27	1
CC(C)CCN(C(=S)Nc1cccc(F)c1)C(C)c1cccs1 (configuration not stated)	-1.5%	-9	6	16	7	0.2	-18	9	4
O=C(COC(=O)c1ccc2ncsc2c1)NC(=O)c1ccccc1	24%	-12	3	10	3	1.8	0	8	13
COc1cccc(-c2c(C(=O)N/N=C(\C)c3cccnc3)nnn2-c2nonc2N)c1	1.3%	-17	2	0	11	0.4	8	-11	1
O=C(CCNC(=O)c1ccco1)Nc1ccc(F)c(Cl)c1	-1.1%	-3	4	1	-1	-0.6	-22	-10	-7
COC(=O)C1=C(N)Oc2cc(C)[nH]c(=O)c2C1c1cc(OC)c(OC)c(OC)c1 (configuration not stated)	-0.1%	-7	3	1	14	0.1	-7	-1	0
CCn1c(C)nc2c1C(=O)c1ccccc1C2=O	4.2%	1	0	11	-6	0.0	35*	4	-8

Overlap with the part before: 4 entries; new compounds follow.
SMILES	RXFP1 ag	RXFP1 antagonist	D1 ag	D2 potentiator	TRHR PAM	D2 agonist	D2 antag	D1 antagonist	D1 PAM
COc1cccc(-c2c(C(=O)N/N=C(\C)c3cccnc3)nnn2-c2nonc2N)c1	1.3%	-17	2	0	11	0.4	8	-11	1
O=C(CCNC(=O)c1ccco1)Nc1ccc(F)c(Cl)c1	-1.1%	-3	4	1	-1	-0.6	-22	-10	-7
COC(=O)C1=C(N)Oc2cc(C)[nH]c(=O)c2C1c1cc(OC)c(OC)c(OC)c1 (configuration not stated)	-0.1%	-7	3	1	14	0.1	-7	-1	0
CCn1c(C)nc2c1C(=O)c1ccccc1C2=O	4.2%	1	0	11	-6	0.0	35*	4	-8
COc1ccc(CCNC(=O)CN2C(=O)COc3ccc(S(=O)(=O)N4CCOCC4)cc32)cc1OC	0.1%	11	2	7	-1	2.7	-2	-52*	-2
COc1ccc(-c2cc(=NC(CC(C)C)C(=O)O)c3cc(C)ccc3o2)cc1 (configuration not stated)	6.0%	-14	1	-9	0	-1.7	0	-14	-6
CCCC(=O)Nc1cccc(C(=O)Nc2nccs2)c1	0.7%	3	1	-6	4	0.0	-20	1	3
Nc1c(Cl)cc(C2=NCCn3nc4cc(C(F)(F)F)ccc4c32)cc1Cl	-0.6%	nt	6	2	1	-1.5	4	4	-5
CC(=O)Cn1c(CN2CCN(C(=O)c3ccco3)CC2)nc2c1c(=O)n(C)c(=O)n2C	16%	29	1	-2	2	-0.3	11	-12	1
CCOc1cc(/C=C2/SC(=Nc3ccccc3)N(Cc3cccnc3)C2=O)ccc1OCC#N	13%	7	9	2	6	-0.1	-4	-4	-6
CCCCNC(=O)CSc1nc2c(sc(=S)n2-c2cc(Cl)ccc2OC)c(=O)[nH]1	1.2%	-5	3	5	-3	0.0	5	-9	-2
Cc1ccc(N2C(=O)Nc3ccc(Br)cc3C2(O)C(=O)NCCN(C)C)cc1C (configuration not stated)	5.8%	-3	1	4	-8	-0.9	-5	-7	4
O=C(Nc1cccc(NC(=O)c2nccc3ccccc23)c1)c1ccco1	0.8%	3	4	-14	10	-0.3	-7	-21	-7
CCCC1(CCC)NC(=O)N(CC(=O)Nc2cccc(OC)c2)C1=O	1.5%	-6	3	-2	-1	0.1	-7	14	-9
CCOc1ccc(N(CC(=O)Nc2ccc(OC)cc2)S(=O)(=O)c2ccc(Cl)cc2)cc1	-1.4%	nt	4	-7	0	1.5	nt	-10	-7
Cc1ccc(N2C(=O)c3ccccc3C2(O)c2ncc[nH]2)cc1 (configuration not stated)	2.4%	-1	4	8	18	0.4	-4	-7	0
O=C(NC(=S)Nc1ccccc1N1CCN(C(=O)c2ccccc2)CC1)c1ccccc1F	-0.4%	-19	1	2	-6	0.0	15	20	-8
C[C@@H]1C(=O)O[C@@H]2CC34[C@H]5C[C@@H](C(C)(C)C)C36[C@H](OC(=O)[C@@H]6O)OC4(C(=O)O5)[C@@]12O (some centres not stated)	4.4%	nt	0	-2	1	0.3	5	-38*	-1
Cc1nn(Cc2ccccc2)c2sc(C(=O)NCc3cccnc3)cc12	-4.3%	-9	2	-2	2	0.2	12	-47*	-10
CC(C)(C)OC(=O)NCCCC[C@@H](C(=O)NCCCCCCCCCCC(=O)N1CCN(C(=O)OC(C)(C)C)CC1)n1cc(CCO)nn1	0.4%	nt	4	-20	2	-2.4	-1	9	-4
CCn1cc(C(=O)N[C@H](C(=O)NC(C)(C)CO)C(C)C)c(=O)c2cc3c(cc21)OCO3	-0.3%	-1	0	2	5	-0.5	6	-6	-4
O=c1oc(-c2ccccc2NS(=O)(=O)c2ccc3ccccc3c2)nc2ccccc12	1.7%	nt	4	12	4	0.2	18	-9	8
C#CCOCCOCCOCCNc1nc(N2CCN(C(=O)CCCCCCCCCCNC(=O)[C@@H](CCSC)n3cc(CCO)nn3)CC2)nc(N2CCN(C(=O)CCCCCCCCCCNC(=O)[C@H](CCC(=O)O)n3cc(CCCCCN)nn3)CC2)n1	1.0%	nt	27	6	-2	-1.2	0	-9	-8
CN(C)c1ccc(/C=C/c2ccc3c4ccccc4ccc3[n+]2-c2ccccc2)cc1	-9.5%	nt	4	-6	-9	1.7	1	-33*	-5
Cc1ccc(CCNC(=O)C2CCCN(C(=O)c3cc4sccc4n3C)C2)cc1 (configuration not stated)	0.4%	-33	3	-1	-3	-1.0	5	2	-6
Cc1nc(-c2ccc(-n3nncc3-c3ccco3)cc2)cs1	-0.1%	-14	4	-8	-7	-1.8	-7	-14	0
CC(C)CN(C(=O)CCc1ccccc1)c1c(N)n(CC(C)C)c(=O)[nH]c1=O	-0.4%	-1	2	8	1	1.6	2	3	0
COc1cccc2sc(N(CCCN(C)C)C(=O)C(c3ccccc3)c3ccccc3)nc12	2.7%	-77*	22	2	-6	3.5	13	-1	-3
O=C(CN1C(=O)c2ccccc2S1(=O)=O)Nc1cccnc1	1.9%	-9	0	16	1	-1.0	-5	-9	20
CCC(=O)N1CCc2cc(Br)cc(S(=O)(=O)CCC(=O)Nc3cccc(CC)c3)c21	?	10	2	0	-2	-0.7	nt	-1	-1
COc1ccc2[nH]c3c(c2c1)CCN1C(=O)N([C@@H](C)C(=O)NC2CCCCC2C)C(=O)[C@]31C (some centres not stated)	-0.4%	6	-1	19	23	0.0	9	4	0
CCOc1ccc(OC(=O)c2ccc3c(=O)n4c(nc3c2)CCC4)cc1	-0.7%	-28	3	-5	-6	2.1	3	-2	-4
CSc1ncccc1C(=O)OCC(=O)N1CC(=O)Nc2ccccc21	0.1%	-4	0	6	6	0.1	-27	-8	-4
C1=CC2c3ccccc3NC(c3ccncc3)C2C1 (configuration not stated)	3.7%	4	3	3	-1	1.1	-16	-1	-2
COC(=O)c1ccccc1NC(=O)N1CCN(c2ccc(OC)cc2)CC1	2.8%	-25	6	0	-3	-0.7	-4	5	4
Cc1nc2ccccc2c(=O)n1-c1ccc(NC(=O)c2ccc([N+](=O)[O-])cc2)cc1	0.2%	nt	-2	8	3	-0.5	nt	nt	0
O=C(NCC(=O)N1CCCC1)c1ccc(Br)o1	0.8%	1	5	-9	-2	0.5	-2	12	2
CC(=O)Oc1ccc(N(C(C)=O)S(=O)(=O)c2ccc3ccccc3c2)cc1	-0.1%	11	0	1	-7	0.0	16	-5	-4
O=C(O)c1ccc(-c2ccccn2)s1	27%	-3	6	-1	-3	-0.5	10	-3	-3
CN(C)/C=N/c1sc2c(c1C#N)CCCCC2	-0.5%	17	-1	-9	-3	-1.7	-7	-19	2
CCOC(=O)c1[nH]c(C)c(CCC(=O)N2CCN(c3ccccc3)CC2)c1C	4.1%	-9	0	-3	-1	7.2	nt	3	-1
COCCn1ccc2c(OCC(=O)Nc3c(C)cc(C)cc3C)cccc2c1=O	?	nt	2	0	4	0.8	nt	nt	-3
CC1CC(C)CN(C(=O)COC(=O)c2c[nH]c3ccccc23)C1 (configuration not stated)	2.9%	3	22	-1	0	0.5	-5	7	-2
CCCCc1ccc(CC(=O)O)cc1	-1.1%	-8	3	7	-5	0.6	12	-4	0
Nc1nonc1C(=O)N/N=C/c1cc(Br)ccc1O	2.5%	-26	63*	7	11	12	1	-3	-4
O=C(NCCc1ccc(Cl)cc1)C1COc2ccccc2C1 (configuration not stated)	1.9%	-32	0	-7	-1	0.4	nt	-4	6
COc1cc([N+](=O)[O-])ccc1N1C(=O)CC(Sc2nccc(C)n2)C1=O (configuration not stated)	14%	7	2	13	-3	0.5	-10	2	-4
O=C(N/N=C\C=C\c1ccc(Br)cc1)c1ccc2c(c1)OCO2	0.0%	13	0	-9	2	-0.5	-20	-2	-4
Cc1nc2nc(C)c(NS(=O)(=O)c3ccc(F)cc3)c(=O)n2[nH]1	0.7%	-3	0	-1	-1	nt	nt	0	-2
O=C(O)CCCCOn1ccnc1	-4.9%	-35	4	-1	-3	-0.4	10	4	-3
CC(C)(C)c1ccc(NC(=O)C2=CN3CCS(=O)(=O)N=C3C=C2)cc1	-0.2%	-3	4	-1	0	0.4	1	1	1
O=C(COC(=O)/C=C/c1ccccc1[N+](=O)[O-])NC(=O)NC1CCCC1	0.2%	-28	2	4	1	0.1	-16	-13	-3
Cc1ccc(Cn2cnc3nc4c(cc3c2=O)CC(C)CC4)cc1 (configuration not stated)	-0.9%	-1	2	13	-1	0.3	nt	4	3
COc1ccc(OC)c(S(=O)(=O)NCC(=O)NC2CCCCCC2)c1	-2.4%	4	2	-11	-4	0.0	21	-17	-12
Nc1cc(C(=O)O)c(Oc2ccc(Cl)cc2Cl)cc1C(=O)O	3.5%	0	1	9	0	2.0	6	3	-1

High-throughput results from PubChem.

Some of the compounds tested (hit frequency here may not be typical).
